BioA inh = inhibitors of Mycobacterium tuberculosis BioA enzyme; AID 602481; inhibition, % at 9.99 µM; 360,000 tested, 0.096% active; purified M. tuberculosis BioA enzyme, plate reader; in the data active = inhibition above about 40%
Numbers without * were called inactive. A portion of the library; rates above refer to the full screens.

canonical_smiles	BioA inh
C[C@@H]1CN([C@@H](C)CO)S(=O)(=O)c2ccc(C#Cc3ccccc3)cc2O[C@@H]1CN(C)S(=O)(=O)c1ccccc1F	-0.1
COc1cccc(NC(=O)C[C@@H]2CC[C@H]3[C@@H](COc4ccc(NC(C)=O)cc4C(=O)N3C)O2)c1	0.3
C[C@H](CO)N1C[C@H](C)[C@@H](CN(C)CC2CC2)Oc2ccc(NS(=O)(=O)c3ccccc3)cc2C1=O	1.0
C[C@@H]1CCCCO[C@H](CN(C)C(=O)Nc2ccc(F)cc2)[C@H](C)CN([C@H](C)CO)C(=O)c2cc(NS(=O)(=O)c3cccs3)ccc2O1	-3.0
COc1ccc(NC(=O)N(C)C[C@@H]2OCCCC[C@H](C)Oc3ccc(NC(=O)Cc4ccccc4)cc3C(=O)N([C@H](C)CO)C[C@@H]2C)cc1	0.4
C[C@H]1CCCCO[C@@H](CN(C)Cc2ccc(C(=O)O)cc2)[C@@H](C)CN([C@@H](C)CO)C(=O)c2cc(NC(=O)Nc3ccc(F)cc3)ccc2O1	4.3
CO[C@H]1CN(C)C(=O)c2ccc(NC(=O)C3CCCC3)cc2OC[C@@H](C)NC[C@H]1C	4.4
Cc1ccc(S(=O)(=O)N(C)C[C@H]2Oc3ccc(NC(=O)CCCCCC(=O)Nc4ccccc4N)cc3CC(=O)N([C@@H](C)CO)C[C@@H]2C)cc1	-1.1
C[C@H](CO)N1C[C@H](C)[C@H](CN(C)C(=O)Nc2ccccc2)Oc2ncc(-c3cccnc3)cc2C1=O	2.5
C[C@@H]1CCCCO[C@@H](CN(C)C(=O)Cc2ccccc2)[C@@H](C)CN([C@@H](C)CO)C(=O)c2cc(NC(=O)Nc3ccc(C(F)(F)F)cc3)ccc2O1	-0.3
C[C@H](CO)N1C[C@H](C)[C@@H](CN(C)Cc2ccc(C(F)(F)F)cc2)Oc2ccc(NC(=O)Nc3ccccc3)cc2CC1=O	-1.9
O=C(Nc1ccc(F)cc1)Nc1ccc2c(c1)[C@H]1C[C@@H](CC(=O)N3CCOCC3)O[C@H](CO)[C@H]1O2	-0.8
O=C(C[C@@H]1C=C[C@H](NC(=O)C2CCC2)[C@@H](CO)O1)NCc1ccncc1	-0.3
CCS(=O)(=O)N1CCCCN2[C@H](CO)[C@H](c3ccc(C#CC(C)(C)O)cc3)[C@H]2C1	2.0
C[C@@H]1CCCCO[C@@H](CN(C)S(=O)(=O)c2cn(C)cn2)[C@@H](C)CN([C@H](C)CO)C(=O)c2cc(NS(=O)(=O)c3ccc(F)cc3)ccc2O1	1.2
CNC[C@@H]1Oc2ccc(NC(=O)CCCN(C)C)cc2C(=O)N([C@H](C)CO)C[C@@H]1C	-1.4
C[C@H](CO)N1C[C@H](C)[C@H](CN(C)Cc2ccccc2)Oc2ccc(N(C)C)cc2C1=O	-1.5
C[C@@H]1CN([C@@H](C)CO)C(=O)Cc2cc(NC(=O)CCN3CCOCC3)ccc2O[C@@H]1CN(C)Cc1ccc(C(=O)O)cc1	-0.4
O=C(C[C@@H]1CC[C@H]2[C@@H](COC[C@@H](O)CN2C(=O)c2cccnc2)O1)NC1Cc2ccccc2C1	-0.3
Cc1ccc(S(=O)(=O)N(C)C[C@@H]2OCCCC[C@@H](C)Oc3ccc(NS(=O)(=O)c4cn(C)cn4)cc3C(=O)N([C@H](C)CO)C[C@@H]2C)cc1	0.8
C[C@@H]1CN([C@H](C)CO)C(=O)c2cc(NS(=O)(=O)c3ccc(F)cc3)ccc2O[C@@H](C)CCCCO[C@@H]1CN(C)S(=O)(=O)c1ccc(Cl)cc1	-2.4
C[C@@H]1CN([C@H](C)CO)S(=O)(=O)c2ccc(-c3ccncc3)cc2O[C@H]1CN(C)C(=O)c1cccc(F)c1	3.3
C[C@H]1CN([C@@H](C)CO)C(=O)c2cc(C#CCC3CCCC3)cnc2O[C@H]1CN(C)C(=O)CN(C)C	-0.5
COC(=O)C[C@H]1CC[C@@H]2[C@H](COC[C@@H](O)CN2S(=O)(=O)c2ccccc2C)O1	-0.3
C[C@@H]1CCCCO[C@@H](CN(C)C(=O)Cc2ccccc2)[C@H](C)CN([C@@H](C)CO)C(=O)c2cc(N(C)C)ccc2O1	-2.5

The list goes on:
canonical_smiles	BioA inh
CCNC(=O)Nc1ccc2c(c1)C(=O)N(C)[C@H]1CC[C@@H](CC(=O)NCc3cccc(F)c3)O[C@H]1CO2	4.8
CN(C)CC(=O)Nc1ccc2c(c1)[C@H]1C[C@H](CC(=O)NCCN3CCCCC3)O[C@H](CO)[C@H]1O2	-1.5
C[C@@H]1CN([C@H](C)CO)S(=O)(=O)c2ccc(C#Cc3ccncc3)cc2O[C@H]1CN(C)C(=O)C1CCCCC1	-2.6
C[C@@H]1CN([C@H](C)CO)C(=O)c2cc(NC(=O)Cc3cn(C)c4ccccc34)ccc2O[C@@H]1CN(C)C	-6.0
C[C@H](CO)N1C[C@H](C)[C@H](CN(C)S(=O)(=O)c2ccccc2)OCCCC[C@H](C)Oc2ccc(NC(=O)c3ccccc3)cc2C1=O	-2.9
COc1ccc(CN(C)C[C@@H]2OCCCC[C@H](C)Oc3ccc(NS(=O)(=O)c4ccc(F)cc4)cc3C(=O)N([C@@H](C)CO)C[C@@H]2C)cc1	-0.5
C[C@H]1CCCCO[C@@H](CN(C)S(=O)(=O)c2cccs2)[C@@H](C)CN([C@@H](C)CO)C(=O)c2cc(NC(=O)C3CCCCC3)ccc2O1	-5.4
C[C@@H]1CN([C@H](C)CO)C(=O)Cc2cc(NC(=O)CCCCCC(=O)Nc3ccccc3N)ccc2O[C@H]1CN(C)Cc1ccncc1	-4.4
C[C@H](CO)N1C[C@H](C)[C@H](CN(C)Cc2cccc(F)c2)Oc2ncc(-c3ccccc3F)cc2C1=O	4.2
CC(=O)N1[C@@H]2c3ccc(-c4ccccc4)c(=O)n3C[C@H]1[C@H](CO)[C@H]2C(=O)Nc1ccccc1	-2.8
C[C@H](CO)N1C[C@H](C)[C@H](CN(C)CC2CC2)Oc2ncc(-c3ccc(C#N)cc3)cc2C1=O	1.3
CC(=O)N(C)C[C@H]1Oc2cc(-c3ccc(C#N)cc3)ccc2S(=O)(=O)N([C@@H](C)CO)C[C@@H]1C	2.8
CO[C@H](CN(C)C(=O)c1cnccn1)[C@H](C)CN([C@H](C)CO)S(=O)(=O)c1ccc(F)cc1	-1.8
CO[C@@H]1CN(C)C(=O)c2cc(NC(=O)Nc3c(C)noc3C)ccc2OC[C@@H](C)N(C)C[C@H]1C	0.4
CC(=O)N1[C@H](CO)[C@@H](c2ccccc2)[C@H]1CN(CC(C)C)C(=O)c1ccccn1	-1.0
COc1ccc(S(=O)(=O)Nc2ccc3c(c2)C(=O)N([C@H](C)CO)C[C@H](C)[C@H](CN(C)Cc2ccc(-c4ccccc4)cc2)O3)cc1	-1.9
Cc1ccc(S(=O)(=O)N(C)C[C@@H]2Oc3ccc(NC(=O)CCCCCC(=O)Nc4ccccc4N)cc3CC(=O)N([C@H](C)CO)C[C@H]2C)cc1	-1.0
Cc1cccc(S(=O)(=O)N2CC[C@H]3[C@@H](CO)N(C)c4ccc(Br)cc4[C@H]32)c1	1.6
C[C@@H]1CCCCO[C@H](CN(C)C(=O)Nc2ccc3c(c2)OCO3)[C@@H](C)CN([C@@H](C)CO)C(=O)c2cc(NC(=O)CCCN(C)C)ccc2O1	0.6
COC(=O)C[C@H]1C[C@H]2c3cc(NC(=O)Nc4ccccc4)ccc3O[C@H]2[C@@H](CO)O1	-1.5
O=C(Nc1cccc(F)c1)N1C[C@@H]2[C@H](c3ccccc31)[C@@H](CO)N2C(=O)c1ccccn1	0.2
C[C@H](CO)N1C[C@H](C)[C@H](CN(C)C(=O)Nc2ccc3c(c2)OCO3)Oc2c(NS(C)(=O)=O)cccc2C1=O	-0.8
COc1cccc(-c2ccc3n(c2=O)C[C@H]2[C@H](CO)[C@@H](C(=O)NC4CCC4)N(S(C)(=O)=O)[C@@H]32)c1	-0.9
COc1ccc(CN2C[C@@H](C)[C@@H](OC)CN(C)C(=O)c3cc(NC(=O)c4nc5ccccc5s4)ccc3OC[C@@H]2C)cc1	0.1
CN(C)C(=O)C[C@H]1C[C@H]2c3cc(NC(=O)C4CCOCC4)ccc3O[C@H]2[C@@H](CO)O1	-1.3

(cont.)
Compound	BioA inh
CC(C)NC(=O)N1CC[C@@H]2[C@H]1c1cc(-c3ccccc3)ccc1N(C)[C@H]2CO	0.2
O=C(C[C@H]1C=C[C@@H](NC(=O)c2cccnc2)[C@@H](CO)O1)NCCN1CCCCC1	0.6
CN1C(=O)c2cc(NS(=O)(=O)c3ccc(F)cc3)ccc2OC[C@@H]2O[C@H](CC(=O)NCC(F)(F)F)CC[C@H]21	1.0
C[C@@H]1CN([C@H](C)CO)C(=O)c2cc(NC(=O)NC3CCCCC3)ccc2O[C@@H]1CN(C)C(=O)Nc1ccccc1	-2.1
Cc1ccc(S(=O)(=O)N[C@@H]2CC[C@H](CCNC(=O)Nc3ccc(Cl)cc3)O[C@@H]2CO)cc1	-0.2
C[C@H]1CN([C@@H](C)CO)S(=O)(=O)c2ccc(C#Cc3cccc(F)c3)cc2O[C@H]1CN(C)CC1CC1	-2.5
Cc1ccc(S(=O)(=O)N(C)C[C@@H]2OCCCC[C@H](C)Oc3ccc(NS(=O)(=O)c4ccc(Cl)cc4)cc3C(=O)N([C@@H](C)CO)C[C@@H]2C)cc1	-5.0
Cc1cc(C(=O)Nc2cccc3c2O[C@H](CN(C)S(=O)(=O)c2ccccc2)[C@@H](C)CN([C@H](C)CO)C3=O)n(C)n1	2.1
Cc1ccc(S(=O)(=O)Nc2ccc3c(c2)CC(=O)N([C@H](C)CO)C[C@@H](C)[C@H](CN(C)Cc2ccncc2)O3)cc1	6.0
C[C@@H]1CCCCO[C@H](CN(C)CC2CCCCC2)[C@H](C)CN([C@@H](C)CO)C(=O)c2cc(NC(=O)Cc3ccccc3)ccc2O1	-1.3
CCCNC(=O)N1C[C@H]2[C@@H](c3ccccc31)[C@@H](CO)N2C(=O)Nc1ccccc1	-0.9
NCC[C@H]1CC[C@H](NC(=O)C2CCCC2)[C@@H](CO)O1	-3.2

Next part
Compound	BioA inh
C[C@H](CO)N1C[C@H](C)[C@H](CN(C)C(=O)Nc2ccc(C(F)(F)F)cc2)Oc2c(NC(=O)Nc3ccc(C(F)(F)F)cc3)cccc2C1=O	-4.8
CC(C)CC#Cc1ccc([C@@H]2[C@H]3CN(C(=O)NC4CCCC4)CCCCN3[C@H]2CO)cc1	-2.5
O=C(Cc1ccccn1)N1CCCCN2[C@H](CO)[C@H](c3ccc(-c4ccccc4)cc3)[C@H]2C1	-2.4
C[C@@H]1CN([C@@H](C)CO)C(=O)c2cc(NC(=O)Cc3ccccc3)ccc2O[C@@H](C)CCCCO[C@@H]1CN(C)Cc1ccccc1	4.8
CCCC(=O)Nc1ccc2c(c1)C(=O)N(C)[C@H]1CC[C@@H](CC(=O)NCc3ccccc3F)O[C@@H]1CO2	-0.9
C[C@@H]1CN([C@H](C)CO)C(=O)Cc2cc(NC(=O)Nc3ccc4c(c3)OCO4)ccc2O[C@H]1CN(C)C(=O)Nc1cccc2ccccc12	-2.8
Cc1noc(C)c1NC(=O)Nc1ccc2c(c1)C(=O)N([C@H](C)CO)C[C@@H](C)[C@@H](CN(C)C(=O)Nc1ccc(C(F)(F)F)cc1)O2	4.9
CCNC(=O)C[C@H]1CC[C@H](NC(=O)NC2CCCCC2)[C@@H](CO)O1	0.8
O=C(NCCN1CCOCC1)[C@@]1(CCS(=O)(=O)c2ccccc2)COC(c2ccc(OCCCO)cc2)=N1	-0.4
C[C@H]1CN([C@@H](C)CO)C(=O)Cc2cc(NC(=O)CCC(F)(F)F)ccc2O[C@H]1CN(C)Cc1ccc(Cl)c(Cl)c1	4.6
CC(C)NC(=O)N[C@H]1CC[C@@H](CC(=O)NC2Cc3ccccc3C2)O[C@@H]1CO	1.5
CNC(=O)C[C@H]1CC[C@@H]2[C@H](COC[C@H](O)CN2Cc2ccc(C(F)(F)F)cc2)O1	0.8
COc1ccc(NC(=O)N(C)C[C@H]2OCCCC[C@@H](C)Oc3ccc(NC(=O)Cc4ccccc4)cc3C(=O)N([C@@H](C)CO)C[C@H]2C)cc1	-2.2
CC(C)NC(=O)N(C)C[C@H]1OCCCC[C@@H](C)Oc2ccc(NS(=O)(=O)c3ccc(F)cc3)cc2C(=O)N([C@H](C)CO)C[C@H]1C	0.4
COC(=O)[C@H](Cc1ccccc1)N1CC(C)(OC)O[C@@H](Cc2ccccc2)[C@H]1/C=C/C1CC1 (some centres not stated)	-0.9

Reformatted with each value named: entries from further up
C[C@@H]1CCCCO[C@@H](CN(C)S(=O)(=O)c2cn(C)cn2)[C@@H](C)CN([C@H](C)CO)C(=O)c2cc(NS(=O)(=O)c3ccc(F)cc3)ccc2O1
  BioA inh: 1.2
CNC[C@@H]1Oc2ccc(NC(=O)CCCN(C)C)cc2C(=O)N([C@H](C)CO)C[C@@H]1C
  BioA inh: -1.4
C[C@H](CO)N1C[C@H](C)[C@H](CN(C)Cc2ccccc2)Oc2ccc(N(C)C)cc2C1=O
  BioA inh: -1.5
C[C@@H]1CN([C@@H](C)CO)C(=O)Cc2cc(NC(=O)CCN3CCOCC3)ccc2O[C@@H]1CN(C)Cc1ccc(C(=O)O)cc1
  BioA inh: -0.4

By substructure: those above with a COOH group
Compound	BioA inh
C[C@H]1CCCCO[C@@H](CN(C)Cc2ccc(C(=O)O)cc2)[C@@H](C)CN([C@@H](C)CO)C(=O)c2cc(NC(=O)Nc3ccc(F)cc3)ccc2O1	4.3
C[C@@H]1CN([C@@H](C)CO)C(=O)Cc2cc(NC(=O)CCN3CCOCC3)ccc2O[C@@H]1CN(C)Cc1ccc(C(=O)O)cc1	-0.4
